Compound activity: PubChem BioAssay, Broad Institute
FN deposit inh = fibronectin deposition inhibition; inhibition, % at 12.6 µM; AH1F fibroblasts, Alexa488-fibronectin deposition fluorescence, overnight; 0.086% of 350,000 active;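 active = mean inhibition across replicates of 30% or more, regardless of how many single replicates reach that level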;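 also: positive control wells lacked labelled fibronectin entirely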
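Measured by – fluorescence 485/525 nm · System – AH1F fibroblast monolayer, labelled fibronectin deposition · Amount – 10000 cells per well · Buffer or medium – serum-reduced DMEM (2% serum) · Doses – single dose, pinned · Also added – fluorescent fibronectin at 24 nM final · Schedule – 1 h cell attachment, overnight exposure to compound and label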
EWS-Fli block = inhibitors of EWS/Fli oncoprotein transcriptional activity. A673 NR0B1-luciferase reporter, viability-normalised. inhibition, % at 12.6 µM. 0.67% of 350,000 active. AID 651661;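 active = mean inhibition of at least 50% after viability correction, with every replicate also passing that limit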;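 also: firefly luciferase signal divided by Alamar Blue viability fluorescence both relative to DMSO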
E-sel inducer = E-selectin induction on HUVECs; HUVEC E-selectin immunofluorescence imaging; normalized: neutral wells 0, TNF-alpha wells 100; activation, % at 7.58 µM; 0.37% of 260,000 active; AID 686992;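 active = mean E-selectin-positive cell signal at least 10% of the positive control, reached in at least 60% of replicates, without over 20% cell loss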;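 also: in these data hits start at about 27%; measured in HUVEC primary endothelial cells; signal is the percent of cells scored E-selectin positive by PE staining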
Target sequence (P16581 whole entry, looked up): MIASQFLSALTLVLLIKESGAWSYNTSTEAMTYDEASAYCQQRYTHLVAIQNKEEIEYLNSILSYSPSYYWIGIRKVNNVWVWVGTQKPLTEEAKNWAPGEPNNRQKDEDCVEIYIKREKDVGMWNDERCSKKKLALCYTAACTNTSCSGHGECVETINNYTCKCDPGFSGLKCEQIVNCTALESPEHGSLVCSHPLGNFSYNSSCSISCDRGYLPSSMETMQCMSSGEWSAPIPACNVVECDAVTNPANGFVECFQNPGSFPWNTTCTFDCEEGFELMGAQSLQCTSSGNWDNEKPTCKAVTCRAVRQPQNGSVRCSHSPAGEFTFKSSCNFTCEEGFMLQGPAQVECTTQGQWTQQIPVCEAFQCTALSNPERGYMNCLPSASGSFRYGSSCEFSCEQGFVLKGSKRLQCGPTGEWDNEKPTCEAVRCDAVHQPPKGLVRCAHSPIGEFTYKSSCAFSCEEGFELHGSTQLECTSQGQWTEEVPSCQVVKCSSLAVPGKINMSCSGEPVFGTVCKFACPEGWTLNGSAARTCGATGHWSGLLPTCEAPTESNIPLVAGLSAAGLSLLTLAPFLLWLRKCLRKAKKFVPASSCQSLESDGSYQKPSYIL
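Test system: HUVEC | Signal: Immunofluorescence imaging | Read-out: Percent E-selectin-positive cells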
RAD52 anneal inh = blocks human RAD52 DNA annealing; P43351; recombinant RAD52 DNA annealing, FRET fluorescence; inhibition, % at 18.7 µM; 0.46% of 360,000 active;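 active = every replicate showing at least 50% inhibition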
RAD54 inh = inhibitors of human RAD54 branch migration; 0.14% of 360,000 active; inhibition, % at 10.4 µM; AID 602329; Q92698; RAD54 Holliday junction branch migration, FAM/BHQ fluorescence;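 active = mean normalized replicate activity at least 40 and at least half of replicates scoring 40 or more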;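 also: 0% = median of neutral control wells and 100% = median of positive control wells; inhibitors cause a drop in the FAM fluorescence signal; in these data hits start at about 50%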
esBAF inh = SWI/SNF esBAF complex inhibition. mouse ES cells, Bmi1-luciferase knock-in reporter, 24 h; 100% = twice the neutral-well signal. reporter increase, % at 12.5 µM. 2% of 350,000 active; in the data active = activation above about 40%;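 also: 0% = median of the plate's neutral control wells and 100% = double that signal; a rise in the Bmi1 reporter signal indicates esBAF inhibition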
XiGFP reactiv = X-chromosome reactivation activator. 0.055% of 360,000 active. XiGFP mouse fibroblasts, % GFP-positive cells imaging, 3 d; cells co-treated with 5-aza-dC sensitizer; scaled so ellipticine positive control = 100%. activation, % at 7.58 µM;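 active = mean normalized replicate activation at least 10% and every replicate at or above 10%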;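 also: 0% = median of on-plate neutral control wells and 100% = ellipticine 6 µM median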
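Material: XiGFP fibroblasts, SV40-immortalized; Buffer or medium: DMEM containing 5-aza-dC; Compound dosing: single point; Times: 3 days compound exposure.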
S100A4 inh HTS = blocks human S100A4 binding to myosin IIA peptide; P26447; S100A4/TAMRA-MyoIIA peptide fluorescence polarization; inhibition, % at 10.7 µM; 0.14% of 360,000 active;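 active = mean inhibition of at least 70% across replicates, with every replicate also reaching that level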
Target sequence (P26447 whole entry, looked up): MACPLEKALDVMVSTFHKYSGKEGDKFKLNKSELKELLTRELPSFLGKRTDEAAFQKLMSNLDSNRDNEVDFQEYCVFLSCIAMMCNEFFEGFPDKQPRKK
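Test system: S100A4 monomer protein. Medium: HEPES buffer with Ca2+, pH 7.2. Reagent: fluorescent myosin IIA peptide, 5 nM. Compound dosing: single-point compound testing. Timing: 5 min between mix addition and reading. Benchmarks: DMSO neutral and TFP positive wells.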
* marks the source's active call; other numbers are inactive results.

How did C[C@H]1CN([C@@H](C)CO)C(=O)Cc2cc(NC(=O)Nc3ccccc3)ccc2O[C@H]1CN(C)C(=O)Nc1ccccc1 do in these assays?
EWS-Fli block: -10.0; E-sel inducer: 0.7; RAD52 anneal inh: 14.4; RAD54 inh: -4.7; esBAF inh: -4.6; XiGFP reactiv: 0.3; S100A4 inh HTS: 4.0

How did Cc1ccc(F)c(NC(=O)c2ccc(Cn3cc(Cl)cn3)cc2)c1 do in these assays?
FN deposit inh: -5.3; EWS-Fli block: -35.9; RAD52 anneal inh: -17.9; XiGFP reactiv: 0.4; S100A4 inh HTS: -8.0

Results for COCCn1c(SCC(=O)c2ccccc2)nc2c(c1=O)SCC2 ?
FN deposit inh: -12.3; EWS-Fli block: 0.2; E-sel inducer: -1.5; RAD52 anneal inh: -14.4; RAD54 inh: -6.9; esBAF inh: 5.8; XiGFP reactiv: -0.1; S100A4 inh HTS: -1.7

Results for O=S(=O)(Cc1ccccc1)N1CCCCN2[C@H](CO)[C@@H](c3ccc(-c4cccnc4)cc3)[C@@H]2C1 ?
EWS-Fli block: 4.1; E-sel inducer: -0.4; RAD52 anneal inh: 21.4; RAD54 inh: -17.0; esBAF inh: 5.6; XiGFP reactiv: 0.2; S100A4 inh HTS: -11.5

What do the screens show for `CN(C)C(=O)C[C@H]1CC[C@H](NC(=O)C2CC2)[C@@H](CO)O1`?
FN deposit inh: -2.9; EWS-Fli block: -11.1; E-sel inducer: 0.0; RAD52 anneal inh: -6.5; RAD54 inh: -14.2; esBAF inh: -10.5; XiGFP reactiv: 0.1; S100A4 inh HTS: 0.6

What do the screens show for `Cc1noc(C)c1NC(=O)Nc1cccc2c1O[C@@H](CN(C)S(=O)(=O)c1ccc(Cl)cc1)[C@@H](C)CN([C@H](C)CO)C2=O`?
EWS-Fli block: -10.3; E-sel inducer: -0.3; RAD52 anneal inh: -2.2; RAD54 inh: 7.1; esBAF inh: -2.6; XiGFP reactiv: -0.1; S100A4 inh HTS: 16.5

What do the screens show for `O=C(N/N=C/c1ccc([N+](=O)[O-])s1)c1ccccc1Br`?
EWS-Fli block: 47.8; RAD52 anneal inh: -2.2; RAD54 inh: 2.7; esBAF inh: -65.1; S100A4 inh HTS: -4.1

What do the screens show for `C[C@H](CO)N1C[C@H](C)[C@@H](CN(C)C(=O)Nc2ccccc2)Oc2cc(C#C[C@@H](C)O)ccc2S1(=O)=O`?
FN deposit inh: 1.3; EWS-Fli block: -15.0; E-sel inducer: -0.1; RAD52 anneal inh: -3.3; RAD54 inh: -6.9; esBAF inh: 1.7; XiGFP reactiv: -0.3; S100A4 inh HTS: 4.1

How did CSc1nc2[nH]c(=O)n(O)c(=O)c2n1Cc1ccccc1 do in these assays?
FN deposit inh: -1.7; EWS-Fli block: 3.8; E-sel inducer: -0.2; RAD52 anneal inh: -8.3; RAD54 inh: -7.2; esBAF inh: 4.7; XiGFP reactiv: -0.1; S100A4 inh HTS: 1.8

How did COCC(=O)N(C)C[C@H]1Oc2cc(C#CC3CC3)ccc2S(=O)(=O)N([C@H](C)CO)C[C@@H]1C do in these assays?
FN deposit inh: -1.6; EWS-Fli block: -8.0; E-sel inducer: 1.3; RAD52 anneal inh: -2.2; RAD54 inh: -8.8; esBAF inh: 0.9; XiGFP reactiv: -0.6; S100A4 inh HTS: -5.8

How did Cc1ccc(C)c(S(=O)(=O)N=Nc2c(O)[nH]c3ccccc23)c1 do in these assays?
FN deposit inh: 0.4; EWS-Fli block: 2.0; E-sel inducer: 3.0; RAD52 anneal inh: -2.3; XiGFP reactiv: -0.1; S100A4 inh HTS: -1.2

Results for CCCNC(=O)N(C)C[C@@H]1Oc2cc(C#C[C@H](C)O)ccc2S(=O)(=O)N([C@@H](C)CO)C[C@H]1C ?
FN deposit inh: -25.3; EWS-Fli block: -8.9; E-sel inducer: -0.1; RAD52 anneal inh: -4.9; RAD54 inh: -0.1; esBAF inh: -2.4; XiGFP reactiv: 0.0; S100A4 inh HTS: -2.5

Results for COc1ccc(N2CCN(C(=O)Cc3coc4cc(C)ccc34)CC2)cc1 ?
FN deposit inh: 2.4; EWS-Fli block: 4.0; RAD52 anneal inh: -18.1; XiGFP reactiv: 0.1; S100A4 inh HTS: 7.3

How did O=C(N/C(=C/c1cccs1)C(=O)N1CCOCC1)c1cccs1 do in these assays?
FN deposit inh: 1.4; EWS-Fli block: 5.5; E-sel inducer: -0.6; RAD52 anneal inh: -0.6; XiGFP reactiv: 0.0; S100A4 inh HTS: -13.5

How did CN1C(=O)c2cc(NC(=O)c3ccc(F)cc3)ccc2OC[C@@H]2O[C@@H](CC(=O)NC3CCC3)CC[C@@H]21 do in these assays?
FN deposit inh: 4.0; EWS-Fli block: 0.0; E-sel inducer: 0.1; RAD52 anneal inh: 9.2; RAD54 inh: -14.7; esBAF inh: 5.6; XiGFP reactiv: 0.0; S100A4 inh HTS: 7.8

The list goes on (2 carried over from the part before).
How did O=C(N/C(=C/c1cccs1)C(=O)N1CCOCC1)c1cccs1 do in these assays?
FN deposit inh: 1.4; EWS-Fli block: 5.5; E-sel inducer: -0.6; RAD52 anneal inh: -0.6; XiGFP reactiv: 0.0; S100A4 inh HTS: -13.5

How did CN1C(=O)c2cc(NC(=O)c3ccc(F)cc3)ccc2OC[C@@H]2O[C@@H](CC(=O)NC3CCC3)CC[C@@H]21 do in these assays?
FN deposit inh: 4.0; EWS-Fli block: 0.0; E-sel inducer: 0.1; RAD52 anneal inh: 9.2; RAD54 inh: -14.7; esBAF inh: 5.6; XiGFP reactiv: 0.0; S100A4 inh HTS: 7.8

What do the screens show for `O=C(c1cc(COc2ccc(F)cc2Cl)on1)N1CC2C[C@@H]3CC1C[C@H](C2)C3`?
FN deposit inh: 3.0; EWS-Fli block: -52.4; RAD52 anneal inh: -7.8; RAD54 inh: 7.5; esBAF inh: 59.2*; XiGFP reactiv: 0.1; S100A4 inh HTS: -5.2

Results for CCn1c(SCC(=O)Nc2ccc(F)cc2F)nc2c(c1=O)SCC2 ?
FN deposit inh: -4.0; EWS-Fli block: 7.0; E-sel inducer: -0.1; RAD52 anneal inh: -8.8; RAD54 inh: -1.4; esBAF inh: 1.1; XiGFP reactiv: -0.2; S100A4 inh HTS: -3.2

What do the screens show for `CCNC(=O)C[C@@H]1CC[C@@H]2[C@@H](COc3ccc(NC(=O)Nc4cccc(C)c4)cc3C(=O)N2C)O1`?
FN deposit inh: 3.9; EWS-Fli block: -1.5; E-sel inducer: 0.0; RAD52 anneal inh: 19.0; RAD54 inh: -6.2; esBAF inh: -2.7; XiGFP reactiv: 0.2; S100A4 inh HTS: 1.8

How did O=C(COc1ccc(F)cc1Cl)Nc1ccccc1C(=O)N1CCCCC1 do in these assays?
FN deposit inh: -0.5; EWS-Fli block: -7.1; RAD52 anneal inh: -16.4; RAD54 inh: -10.1; esBAF inh: 8.3; XiGFP reactiv: 0.1; S100A4 inh HTS: -4.0

Results for CS(=O)(=O)N1CCN(c2ccc(NC(=S)NC(=O)c3ccccc3[N+](=O)[O-])cc2)CC1 ?
FN deposit inh: 1.9; EWS-Fli block: 4.8; RAD52 anneal inh: -4.3; XiGFP reactiv: 0.0; S100A4 inh HTS: -0.3

What do the screens show for `O=C(/C=C/c1ccco1)NCCCN1CCOCC1`?
FN deposit inh: 6.8; EWS-Fli block: -4.1; E-sel inducer: 3.4; RAD52 anneal inh: -0.8; XiGFP reactiv: 0.0; S100A4 inh HTS: -5.2

Results for Cc1ccc(C)c(N2CCN(CCCc3ccccc3)CC2)c1 ?
FN deposit inh: 6.0; EWS-Fli block: 2.9; E-sel inducer: -0.1; RAD52 anneal inh: 5.7; RAD54 inh: -4.6; esBAF inh: -10.8; XiGFP reactiv: -0.1; S100A4 inh HTS: 8.0

What do the screens show for `Cc1ccc(S(=O)(=O)N2CC3(C)CN(S(=O)(=O)c4ccc(C)cc4)CC(C)(C2)C3O)cc1` (stereo not given)?
FN deposit inh: 1.5; RAD52 anneal inh: 5.3; RAD54 inh: -8.0; esBAF inh: -2.2; S100A4 inh HTS: 2.0

What do the screens show for `COc1cccc(C#Cc2ccc([C@H]3[C@H](CO)N4C(=O)CN(C(=O)Cc5ccccc5)C[C@@H]34)cc2)c1`?
EWS-Fli block: 5.3; E-sel inducer: -0.3; RAD52 anneal inh: -31.4; XiGFP reactiv: 0.3

Results for CC1CCCC(C)N1C(=O)CSc1nnc(-c2cccs2)o1 (stereo not given) ?
RAD52 anneal inh: -12.0; RAD54 inh: 2.2; esBAF inh: 45.8*; S100A4 inh HTS: 1.6

How did CSc1ccccc1OCc1cc(C(=O)NCCc2ccco2)no1 do in these assays?
FN deposit inh: -0.8; EWS-Fli block: -56.2; E-sel inducer: -1.4; RAD52 anneal inh: -17.7; RAD54 inh: -16.4; esBAF inh: 65.0*; XiGFP reactiv: 0.2; S100A4 inh HTS: -0.5

Results for O=C(Cc1cccc(NC(=O)C2CCCN(C(=O)C3CCCCC3)C2)c1)Nc1cccc(C(=O)N2CCOCC2)c1 (stereo not given) ?
FN deposit inh: 0.4; EWS-Fli block: -12.7; E-sel inducer: 1.0; RAD52 anneal inh: -16.4; RAD54 inh: -9.2; esBAF inh: -2.6; XiGFP reactiv: 0.1; S100A4 inh HTS: -8.5

What do the screens show for `COc1ccccc1-c1cccc([C@@H]2C[C@H]3[C@H](CON3C)CN2Cc2cc(Cl)cc(Cl)c2)c1`?
EWS-Fli block: -2.2; RAD52 anneal inh: -0.4; RAD54 inh: -8.1; esBAF inh: -9.6; XiGFP reactiv: -0.1; S100A4 inh HTS: -2.7

What do the screens show for `CCCN1CCc2c(sc(NC(=O)c3ccc(S(=O)(=O)N4CCN(C(=O)OCC)CC4)cc3)c2C(N)=O)C1`?
FN deposit inh: 1.8; EWS-Fli block: -3.9; E-sel inducer: -0.1; RAD52 anneal inh: -4.5; RAD54 inh: -24.5; XiGFP reactiv: 3.2; S100A4 inh HTS: -3.5

How did COc1ccc(/C=C/C(=O)OCC(=O)Nc2ccc(N3CCOCC3)cc2)cc1OC do in these assays?
FN deposit inh: 2.2; EWS-Fli block: 10.2; E-sel inducer: 0.1; RAD52 anneal inh: -17.7; RAD54 inh: 3.2; XiGFP reactiv: -0.1; S100A4 inh HTS: 0.8

Results for CN1CCC(=O)N([C@H](CC#N)c2ccccc2)CC1 ?
FN deposit inh: -1.2; EWS-Fli block: 7.6; E-sel inducer: 2.0; RAD52 anneal inh: -21.6; RAD54 inh: -17.5; esBAF inh: 0.3; XiGFP reactiv: 0.0; S100A4 inh HTS: -9.3

How did CSc1ccc(C(c2c(C(=O)O)[nH]c3ccccc23)c2c(C(=O)O)[nH]c3ccccc23)cc1 do in these assays?
FN deposit inh: 3.3; EWS-Fli block: 17.5; E-sel inducer: -0.1; RAD52 anneal inh: -9.7; RAD54 inh: 1.1; esBAF inh: -1.6; XiGFP reactiv: 0.1; S100A4 inh HTS: 5.1

What do the screens show for `Cc1cc(NC(=O)C(C)Oc2ccccc2)no1` (stereo not given)?
FN deposit inh: 0.0; EWS-Fli block: -1.8; RAD52 anneal inh: -1.7; esBAF inh: -9.3; XiGFP reactiv: 0.0; S100A4 inh HTS: -3.3

Results for COc1ccc(/C(C)=N/NS(=O)(=O)c2ccccc2)c(OC)c1 ?
FN deposit inh: -2.1; EWS-Fli block: 1.1; E-sel inducer: 1.2; RAD52 anneal inh: -12.0; RAD54 inh: -8.6; esBAF inh: -6.4; XiGFP reactiv: 0.0; S100A4 inh HTS: -2.2
